Screening data from PubChem BioAssay.
KOR beta-arrestin-1: kappa opioid receptor blockers – cell-based, luminescence, uHTS (AID 1778); 290,000 compounds, 0.091% hits; one-dose inhibition, % at 10 µM; IC50 in µM for titrated hits; KOR beta-arrestin recruitment, luminescence, antagonist mode; higher % means a stronger effect; further: strong numbers were not always called active
GPR55 LPI antagonism: inhibition of LPI-stimulated GPR55 beta-arrestin translocation – imaging, U2OS, beta-arrestin-GFP, LPI agonist, primary screen (AID 2013); U2OS GPR55 beta-arrestin-GFP translocation imaging, LPI antagonism; higher % means a stronger effect; inhibition, % at 10 µM; hits with a dose series show IC50 in µM; 290,000 compounds, 0.13% hits;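 active means spots per cell inhibited over 60%, with over 100 cells counted and total cytoplasm intensity under 500,000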;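 further: U2OS cells stably carrying GPR55 and arrestin-GFP stimulated by 5 µM LPI near EC80; imaged beta-arrestin-GFP aggregate spots per cell after agonist stimulation; plate controls were LPI-stimulated DMSO wells for no effect and DMSO wells without LPI for full effect; some results filed as inactive read as strong as hits; confirmed hits need IC50 under 10 µM and bright autofluorescent wells are also inconclusive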
HIV fusion peptide: inhibitors of HIV fusion peptide binding, primary screen, biochemical, uHTS, fluorescence dequenching (AID 1986). one-dose inhibition, % at 20 µM; IC50 in µM for titrated hits. 290,000 compounds, 0.3% hits. cell-free peptide binding, fluorescence dequenching, 30 min; higher % means a stronger effect; in the data active means inhibition mostly above about 52%, no sharp cut-off; inactive means mostly below about 76%; further: some results filed as inactive read as strong as hits
NOD1 inhibition: NOD1 signaling inhibitors, primary screen, cell-based, luminescence, uHTS (AID 1578); one-dose inhibition, % at 4 µM; EC50 in µM for titrated hits; 290,000 compounds, 1% hits; NOD1-driven NF-kB luciferase reporter cells, luminescence; higher % means a stronger effect; in the data active means inhibition mostly above about 36%, no sharp cut-off; inactive means mostly below about 34%;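 further: HEK-293T reporter cells stimulated with the NOD1 agonist gamma-tri-DAP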
GPR55 beta-arrestin: GPR55 agonists via beta-arrestin recruitment, primary screen, imaging, U2OS cells, beta-arrestin-GFP redistribution (AID 1961). U2OS GPR55 beta-arrestin-GFP redistribution imaging; higher % means a stronger effect. one-dose activation, % at 10 µM; EC50 in µM for titrated hits. 290,000 compounds, 0.048% hits;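 active means activation above 40% with more than 50 cells counted in the well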;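 further: U2OS osteosarcoma cells stably expressing GPR55 and beta-arrestin-GFP; plate controls were DMSO negative control for no effect and LPI positive control for full effect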
HEK293 NOD2/NF-kB: inhibition of NOD2-driven NF-kB reporter – cell-based, luminescence, uHTS, HEK293 (AID 1566); 290,000 compounds, 0.63% hits; one-dose inhibition, % at 4 µM; EC50 in µM for titrated hits; HEK293 NOD2/NF-kB luciferase reporter, luminescence; higher % means a stronger effect; further: many of its hits are not listed in these tables
Myeloid diff 2: compounds promoting myeloid differentiation; ER-HoxA9 myeloid progenitors, lysozyme-GFP differentiation, flow cytometry; calls only at 10 µM; 360,000 compounds, 1% hits; AID 624256;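 active means normalized GFP-positive differentiation at or above the plate's own cutoff, the solvent-only control mean plus 3 SD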;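 further: cells exposed to compound for four days before flow analysis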
GPR35 antagonists: inhibition of zaprinast-stimulated GPR35 beta-arrestin translocation – imaging, U2OS, beta-arrestin-GFP, zaprinast agonist, primary screen (AID 2058); one-dose inhibition, % at 10 µM; IC50 in µM for titrated hits; 290,000 compounds, 0.052% hits; U2OS GPR35 beta-arrestin-GFP translocation imaging, zaprinast antagonism; higher % means a stronger effect;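 active means inhibition of at least 50% with at least 30 cells and total cytoplasm GFP at most 10,000,000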
KOR beta-arrestin-2: KOR agonists, beta-arrestin recruitment, primary screen, cell-based, luminescence, uHTS (AID 1777); 280,000 compounds, 0.02% hits; one-dose activation, % at 10 µM; EC50 in µM for titrated hits; KOR beta-arrestin recruitment, luminescence; higher % means a stronger effect; in the data active means activation above about 50%, passing the limit was not always enough; further: a part of the inactive calls stands beside numbers as strong as those of hits
Myeloid diff 2 GFP+ MAC1+ %: also measured in Myeloid diff 2; calls as there; GFP+ MAC1+ double positive, %; measured here: differentiation confirmed by MAC1 staining
An asterisk follows results filed as active; i = inactive; . = not tested or not shown; [ ] = dose if it differs, or a comment. Unless noted, no stated cut-off is given here; in the data, active means inhibition above about 50%; inactive means the rest. These rows are one share of the data; the hit share may differ from the screen's.

SMILES	KOR beta-arrestin-1	GPR55 LPI antagonism	HIV fusion peptide	NOD1 inhibition	GPR55 beta-arrestin	HEK293 NOD2/NF-kB	Myeloid diff 2	Myeloid diff 2 GFP+ MAC1+ %	GPR35 antagonists	KOR beta-arrestin-2
COc1cc2c(cc1OC)C(c1ccc(C(F)(F)F)cc1)CC(=O)N2 (centres undefined)	-43.2%[20 µM]	-11.9%	-1.2%	9.9%	0.4%	15.9%	i	0.6	-5.3%	0.3%
COc1cc(NC(=O)COn2nnc3ccc(S(C)(=O)=O)cc32)cc(OC)c1	24.9%	-4.6%	0.5%	-41.0%	0.2%	-10.2%	i	0.1	-2.8%	-2.6%
Cc1ccc2cccc(S(=O)(=O)N3CCN(c4ccccc4F)CC3)c2n1	34.8%	6.3%	-2.0%	-14.8%	-0.1%	-29.4%	i	9.0	-2.8%	0.9%
CNc1nc(C23CC4CC(CC(C4)C2)C3)cs1	3.0%	-6.6%	-1.2%	-15.2%	0.1%	3.1%	i	0.2	2.2%	-2.6%
CCN(Cc1ccccc1)C(=O)COC(=O)c1cc(Cl)nc(Cl)c1	28.8%	5.9%	-0.6%	-23.6%	1.8%	17.4%	i	0.4	-7.5%	-1.0%
CCCNC(=O)Nc1cccc(NC(C)=O)c1	13.9%	13.5%	-1.1%	-0.5%	-0.1%	1.0%	i	0.5	-3.4%	2.6%
O=C(NNC(=O)C(Cl)Cl)c1cnn(-c2ccccc2)c1C(F)(F)F	-21.7%	7.7%	-0.7%	-10.2%	0.3%	-9.8%	i	0.7	-11.4%	1.6%
CCCOP(=O)(c1ccc(N(C)C)cc1)C(O)c1ccc(N(C)C)cc1 (centres undefined)	5.3%	4.8%	-0.3%	0.8%	0.0%	12.6%	i	0.3	-4.2%	-0.8%
O=C1CCCCC1Sc1nnc(-c2ccc3c(c2)OCO3)o1 (centres undefined)	17.3%	1.2%	-1.2%	87.4%*	0.2%	71.3%*	i	0.7	11.4%	2.2%
COc1cc2c(cc1OC)-c1nnc(-c3cccs3)n1C1(CCCC1)C2	-7.9%	12.9%	1.9%	.	-0.3%	12.8%	i	0.2	8.7%	3.6%
Cc1ccc(CN2C(=O)CCC2C(=O)NCc2ccccc2Cl)cc1 (centres undefined)	-14.5%	12.4%	-2.2%	-9.5%	-0.6%	8.9%	i	0.3	10.2%	-0.8%
Cc1ccc(CNS(=O)(=O)c2ccc(C(C)(C)C)cc2)n1C	-25.3%	7.8%	3.3%	-1.8%	0.3%	-3.8%	i	10.4	-10.2%	2.0%
COc1cccc(C2c3[nH]c4ccccc4c3CCN2C(=O)Cn2cncn2)c1OC (centres undefined)	-7.4%[20 µM]	-3.1%	-0.3%	-14.2%	-0.1%	3.1%	i	0.1	22.2%	.
CCOC(=O)C1=NNC(C(=O)c2ccc(Cl)cc2)C1c1ccccc1 (centres undefined)	.	-2.5%	2.0%	-19.6%	0.0%	-4.1%	i	0.4	-16.4%	0.7%
Cn1ncc([N+](=O)[O-])c1C(=O)Nc1nc2ccccc2n1CCN1CCCCC1	.	17.0%	-1.7%	12.9%	0.0%	18.7%	i	1.1	5.6%	.
O=C(COc1ccccc1)Nc1cccc2c1CCCC2	-27.3%	13.9%	1.1%	-4.0%	-0.3%	-6.6%	i	0.6	17.1%	-0.7%
CCOC(=O)c1cc2c(ccc3ccccc32)oc1=O	-26.8%[20 µM]	2.9%	0.1%	-26.2%	-0.1%	-28.2%	i	0.1	4.4%	1.3%
Cc1ccccc1OC(C)C(=O)NCc1cccnc1 (centres undefined)	-29.6%[20 µM]	10.2%	0.4%	-5.5%	-0.1%	-6.3%	i	0.6	-18.5%	1.0%
Cn1cnc([N+](=O)[O-])c1SCCO	24.6%	-0.1%	-0.4%	9.0%	0.3%	18.3%	i	0.6	6.6%	0.7%
O=C(Nc1cccc(S(=O)(=O)N2CCCCC2)c1)C1CC(=O)N(Cc2ccco2)C1 (centres undefined)	-27.3%	-5.0%	-0.8%	-22.7%	1.5%	5.5%	i	0.5	-10.7%	0.2%
COC(=O)CC1(C(=O)OC)Oc2ccc(Br)cc2C(=O)N1c1ccc(Br)cc1Cl (centres undefined)	15.0%	2.0%	1.3%	0.4%	1.3%	4.3%	i	0.1	6.4%	-4.4%
CCC(C)c1ccc(NC(=O)c2ccco2)cc1 (centres undefined)	32.4%[20 µM]	-0.5%	0.2%	-0.3%	-0.2%	-110.4%	i	1.2	-7.6%	-3.7%
Cc1[nH]n(-c2ccccc2)c(=O)c1C=Nc1ccc2[nH]c(=O)[nH]c2c1	3.6%	10.7%	5.5%	-9.3%	0.0%	15.0%	i	2.1	-7.0%	6.2%
Cc1cc(N2CCN(c3nc4ccccc4s3)CC2)n2ncnc2n1	-32.2%	-7.5%	-0.7%	1.4%	0.0%	29.6%	i	14.4	5.9%	2.3%
COc1ccc(C2/C(=C(/O)c3ccc4c(c3)CC(C)O4)C(=O)C(=O)N2Cc2cccnc2)cc1 (centres undefined)	-5.0%	8.5%	-1.8%	2.8%	0.2%	16.9%	i	0.7	14.6%	-2.1%

(further entries)
SMILES	KOR beta-arrestin-1	GPR55 LPI antagonism	HIV fusion peptide	NOD1 inhibition	GPR55 beta-arrestin	HEK293 NOD2/NF-kB	Myeloid diff 2	Myeloid diff 2 GFP+ MAC1+ %	GPR35 antagonists	KOR beta-arrestin-2
Cc1cc(C(=O)N/N=C/C(Cl)=C/c2ccccc2)c(C)o1	-12.3%	6.2%	2.3%	-10.2%	-0.1%	-6.8%	i	0.6	7.7%	3.3%
O=C(O)CCCCCCNC(=O)c1cncc(O)c1	-6.3%[20 µM]	3.2%	-0.6%	-7.2%	0.1%	9.9%	i	0.2	18.1%	.
Cc1cc(C)nc(NC(=O)c2ccc(Cl)c(Cl)c2)n1	-1.8%	18.3%	0.8%	-4.1%	-0.1%	4.6%	i	0.8	-2.5%	-8.2%
COc1ccc(N(CC(=O)NCc2ccccc2C)S(=O)(=O)c2ccc(C)cc2)cc1OC	-9.5%	-2.0%	1.5%	-9.6%	.	-18.8%	i	1.9	7.3%	-5.2%
CCc1nnc(NC(=O)CSc2nnc(C3CC3)n2C)s1	5.1%	18.1%	0.1%	-0.6%	0.0%	13.5%	i	0.0	-1.0%	-3.6%
COc1cc(-c2c(C#N)c(=O)[nH]c3c2c(C)nn3-c2ccccc2)ccc1O	-15.5%	4.3%	2.6%	-15.5%	-1.0%	11.7%	i	1.3	4.0%	1.6%
CC(C)c1cc(C(=O)O)c2ccccc2n1	21.0%	8.2%	1.4%	-3.5%	-0.1%	-6.1%	i	0.3	-9.0%	3.7%
Cc1nc(N)c(C#N)c(-c2ccccc2Cl)c1C	-32.8%	9.2%	2.2%	42.3%	0.0%	18.0%	i	0.9	5.2%	-0.7%
CCN(CC)S(=O)(=O)c1ccc(N2CCN(S(=O)(=O)c3ccccc3)CC2)nc1	-24.3%	8.0%	-0.8%	-17.4%	-0.1%	9.8%	i	0.8	28.4%	-0.7%
COc1ccc(/C=C(\C#N)C(=O)OC2CCOC2=O)cc1 (centres undefined)	16.3%	-6.9%	0.8%	-27.2%	0.2%	0.2%	i	0.4	-1.6%	-2.9%
O=C(O)CCn1cnc2ccccc2c1=O	14.9%	4.3%	-2.6%	-20.3%	-0.1%	15.2%	i	1.0	-8.2%	.
O=C(O)/C=C/C(=O)Nc1ccc(Oc2ncnc3cc(Cl)ccc23)nc1	11.2%	3.0%	-1.1%	-8.4%	0.2%	-19.5%	.	.	-3.4%	3.7%
COc1cc(/C=C2\SC(=Nc3ccc(N4CCOCC4)cc3)N(C)C2=O)ccc1OC(C)C(=O)O (centres undefined)	-8.1%	1.8%	0.3%	-27.2%	0.3%	16.6%	i	0.1	13.5%	-3.2%
CSCCC(NS(=O)(=O)c1ccc2ccccc2c1)C(=O)O (centres undefined)	21.3%	2.4%	0.8%	-28.4%	-0.1%	-21.3%	i	0.6	7.2%	-7.5%
COc1cc(CN2CCNC(=O)C2CC(=O)N(C)CCCN2CCOCC2)cc(OC)c1 (centres undefined)	8.5%	4.5%	1.5%	-24.5%	-0.1%	-0.1%	i	2.1	5.0%	1.2%
COCc1cc(C)nc(N2CCNCC2)c1C#N	-2.2%	0.4%	-1.6%	-18.8%	0.5%	7.1%	i	0.2	2.5%	-7.3%
Cc1ccc(-c2csc3nnc(SCC(=O)Nc4cccc(C)n4)n23)cc1	27.5%	12.0%	1.3%	-20.4%	-0.1%	1.6%	i	1.3	-7.0%	-1.0%

Eight entries already listed, sorted by length of the SMILES, smallest number first.
SMILES	KOR beta-arrestin-1	GPR55 LPI antagonism	HIV fusion peptide	NOD1 inhibition	GPR55 beta-arrestin	HEK293 NOD2/NF-kB	Myeloid diff 2	Myeloid diff 2 GFP+ MAC1+ %	GPR35 antagonists	KOR beta-arrestin-2
O=C(O)CCCCCCNC(=O)c1cncc(O)c1	-6.3%[20 µM]	3.2%	-0.6%	-7.2%	0.1%	9.9%	i	0.2	18.1%	.
Cc1nc(N)c(C#N)c(-c2ccccc2Cl)c1C	-32.8%	9.2%	2.2%	42.3%	0.0%	18.0%	i	0.9	5.2%	-0.7%
CCc1nnc(NC(=O)CSc2nnc(C3CC3)n2C)s1	5.1%	18.1%	0.1%	-0.6%	0.0%	13.5%	i	0.0	-1.0%	-3.6%
COc1ccc(/C=C(\C#N)C(=O)OC2CCOC2=O)cc1 (centres undefined)	16.3%	-6.9%	0.8%	-27.2%	0.2%	0.2%	i	0.4	-1.6%	-2.9%
Cc1ccc(-c2csc3nnc(SCC(=O)Nc4cccc(C)n4)n23)cc1	27.5%	12.0%	1.3%	-20.4%	-0.1%	1.6%	i	1.3	-7.0%	-1.0%
COc1cc(-c2c(C#N)c(=O)[nH]c3c2c(C)nn3-c2ccccc2)ccc1O	-15.5%	4.3%	2.6%	-15.5%	-1.0%	11.7%	i	1.3	4.0%	1.6%
CCN(CC)S(=O)(=O)c1ccc(N2CCN(S(=O)(=O)c3ccccc3)CC2)nc1	-24.3%	8.0%	-0.8%	-17.4%	-0.1%	9.8%	i	0.8	28.4%	-0.7%
COc1ccc(N(CC(=O)NCc2ccccc2C)S(=O)(=O)c2ccc(C)cc2)cc1OC	-9.5%	-2.0%	1.5%	-9.6%	.	-18.8%	i	1.9	7.3%	-5.2%
